High-throughput results as filed in PubChem.
CHO-K1 Ca antag = counter-screen for M1 antagonists: effect in parental CHO-K1 cells | actives 0.6% (n = 360,000) | inhibition, % at 3 µM | AID 602250 | ATP-induced calcium, Fluo-8 fluorescence;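 active = inhibition above a per-plate cutoff, the plate's mean sample inhibition plus 3 SD, cut at about 24% in these data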;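 note: 0% = DMSO plus EC80 ATP and 100% = DMSO alone without ATP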
CHO-K1 Ca PAM = nonselective calcium activators in parental CHO-K1 cells, primary screen, counter-screen for M1 PAM project, cell-based, Fluo-8 calcium fluorescence, full deck, 1536-well; actives 0.02% (n = 360,000); ATP EC20; 0% at ATP EC20, 100% at ATP max; AID 602247, 2012; activation, % at 3 µM;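 active = activation above the run cutoff, the mean activation of all test compounds plus 3 SD, cut at about 40% in these data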;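 note: peak over basal fluorescence ratio in a 140 s read after ATP addition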
CHO-K1 Ca ag = counter-screen for M1 agonists: effect in parental CHO-K1 cells; Fluo-8 calcium fluorescence; scaled to maximal ATP response, vehicle zero; activation, % at 3 µM; actives 0.48% (n = 360,000); AID 602248, 2012; in the data active = activation above about 15%;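 note: untransfected CHO-K1 host cells lacking M1 receptor as counterscreen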
OXTR agonist = human OXTR agonists, primary screen, fluorescence, CHO-OTR cells, Fluo-8 calcium. activation, % at 3 µM. Fluo-8 calcium fluorescence; normalized: DMSO 0%, oxytocin 100%. actives 0.32% (n = 320,000). AID 2435, 2010;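 active = activation above the mean of all tested compounds plus 3 SD, cutoff set per screening run, cut at about 20% in these data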;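 note: peak over basal fluorescence ratio from a 100 s FLIPR kinetic read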
V1R ag counter = agonists of human V1a receptor, primary screen, counter-screen for OXTR agonist project, fluorescence, CHO-V1R cells; Fluo-8 calcium fluorescence, agonist mode; 0% DMSO, 100% 3 nM vasopressin; Vasopressin V1a receptor (Homo sapiens), P37288; activation, % at 3 µM; actives 0.25% (n = 320,000);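 active = activation above the mean activation of all tested compounds plus 3 SD, per screening run, cut at about 20% in these data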;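 note: signal is peak over basal fluorescence ratio across a 100 second FLIPR read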
Target sequence (P37288 whole entry, looked up): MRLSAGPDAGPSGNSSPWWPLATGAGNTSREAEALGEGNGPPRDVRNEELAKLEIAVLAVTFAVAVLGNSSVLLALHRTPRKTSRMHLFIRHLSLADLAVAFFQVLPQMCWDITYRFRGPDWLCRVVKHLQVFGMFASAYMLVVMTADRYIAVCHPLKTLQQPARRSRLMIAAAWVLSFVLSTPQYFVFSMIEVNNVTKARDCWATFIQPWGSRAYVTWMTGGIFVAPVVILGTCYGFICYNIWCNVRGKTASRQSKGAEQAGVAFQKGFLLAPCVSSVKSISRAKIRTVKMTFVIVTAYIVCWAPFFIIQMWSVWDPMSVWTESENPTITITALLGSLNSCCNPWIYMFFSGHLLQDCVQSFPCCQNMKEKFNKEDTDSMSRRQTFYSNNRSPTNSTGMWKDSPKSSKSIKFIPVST
CHO parental Ca = ATP-evoked calcium signal inhibitors, parental CHO, primary screen, counter-screen for OX1R antagonist project, cell-based, fluorescence, Fluo-8 calcium dye; parental CHO-K1, ATP-induced calcium, Fluo-8 fluorescence; inhibition, % at 5.6 µM; actives 0.63% (n = 330,000);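 active = inhibition above that plate's mean sample inhibition plus 3 SD, cut at about 26% in these data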;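 note: 0% = ATP-challenged DMSO wells and 100% = DMSO wells without ATP; some compounds past the cut are filed as inactive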
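Assay system: untransfected parental CHO cell line. Also added: ATP agonist challenge. Dosing: one dose, 5.6 µM nominal. Measured by: Fluo-8 fluorescence. Read-out: % inhibition. Benchmarks: ATP wells versus no-ATP DMSO wells. Repeats: no replicates.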
TAAR1 antagonist = human TAAR1 antagonists, primary screen, Fluo-8 calcium fluorescence, CHO RD-HGA16 cells; Trace amine-associated receptor 1 (Homo sapiens), Q96RJ0; antagonist; inhibition, % at 3 µM; actives 1.5% (n = 360,000); AID 624466, 2012;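 active = inhibition above a per-plate cutoff, the mean inhibition of test compounds on that plate plus 3 SD, cut at about 49% in these data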;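 note: 0% = DMSO plus EC80 beta-PEA response and 100% = DMSO alone without agonist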
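Assay system: RD-HGA16 CHO cells with stable hTAAR1 and Gα16 / Reagent: EC80 β-phenethylamine stimulus / Doses: 3 µM, single point / Timing: dye loading 75 min at 37 °C, then 30 min room temperature / Measured by: Fluo-8 intracellular calcium dye fluorescence, real-time kinetic reads / Controls: vehicle wells and EC80 agonist wells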
GPR7 antagonist = GPR7 receptor antagonists, primary screen, cell-based, fluorescence, single concentration. Neuropeptides B/W receptor type 1 (Homo sapiens), P48145. GPR7-expressing cells, fluorescence antagonist assay. inhibition, % at 4.4 µM. actives 1.1% (n = 290,000). AID 1861, 2009; in the data active = inhibition above about 16%, passing the limit was not always enough;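 note: cells stimulated with the agonist NPW; 0% = agonist with vehicle and 100% = vehicle without agonist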
Target sequence (P48145 whole entry, looked up): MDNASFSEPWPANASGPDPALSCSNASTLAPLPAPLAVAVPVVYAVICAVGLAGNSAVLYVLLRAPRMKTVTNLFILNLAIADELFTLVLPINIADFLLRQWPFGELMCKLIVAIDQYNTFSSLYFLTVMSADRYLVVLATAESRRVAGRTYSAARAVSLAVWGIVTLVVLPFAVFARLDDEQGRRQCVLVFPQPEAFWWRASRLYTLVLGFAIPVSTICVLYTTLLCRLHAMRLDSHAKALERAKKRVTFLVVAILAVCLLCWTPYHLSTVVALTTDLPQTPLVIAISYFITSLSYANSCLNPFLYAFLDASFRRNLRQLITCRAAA
OXTR potentiator = human OXTR potentiators, primary screen, fluorescence, CHO-OTR cells, Fluo-8 calcium; AID 2445, 2010; actives 0.061% (n = 320,000); activation, % at 3 µM; Fluo-8 calcium fluorescence, potentiator mode; 0% = oxytocin EC15, 100% = EC100; Oxytocin receptor (Homo sapiens), P30559;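 active = activation above that plate's cutoff, the mean activation of tested compounds plus 3 SD, cut at about 6.6% in these data, passing the limit was not always enough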;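 note: 100% uses oxytocin at 75 nM as the full agonist control; some results filed as inactive read as strong as hits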
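test system = CHO-OTR cells, human receptor | compound = single-point 3.0 µM | schedule = 6 min compound pre-incubation at room temperature, 100 s kinetic read | signal = Fluo-8 no-wash calcium dye fluorescence, excitation 470-495 nm, emission 515-575 nm | repeats = single well per compound, singlicate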
Active calls of the source: *; nt = not tested or not shown.

SMILES	CHO-K1 Ca antag	CHO-K1 Ca PAM	CHO-K1 Ca ag	OXTR agonist	V1R ag counter	CHO parental Ca	TAAR1 antagonist	GPR7 antagonist	OXTR potentiator
Clc1ccc(-c2nc3ccccn3c2CN2CCOCC2)cc1	19	-3	0.8	-1.5	-0.9	-18	2	-16	-2
CCC(C)c1ccc(NC(=O)C2CCCN(c3ncccn3)C2)cc1 (stereo unspecified)	-4	20	0.0	-1.6	-0.9	-20	5	-7	-5
S=C(NCc1ccccc1)NCc1ccccc1	-27	13	1.5	0.2	0.4	-5	3	1	-2
CCOc1ncccc1C(=O)OCC(=O)c1c(N)n(C)c(=O)n(C)c1=O	22	-6	0.4	7.4	0.0	14	-17	-9	-8
Cc1c(Cl)cc(C(C)C)c(O)c1CN1CCOCC1	0	-15	-0.5	nt	nt	nt	-40	nt	nt
COc1cc(-c2nnc(CSc3nnc(Nc4ccc(C(C)C)cc4)s3)o2)cc(OC)c1OC	-4	13	0.8	-2.4	-0.1	-34	19	-13	-13
O=C(COC(=O)CCc1c[nH]c2ccccc12)NC1CCS(=O)(=O)C1 (stereo unspecified)	-8	17	0.6	0.1	-1.0	-4	-11	8	-12
OCCNCCCCOc1ccccc1F	-20	7	1.4	-0.8	-1.2	-3	4	-5	-3
Cc1cccc(CC(=O)Nc2c3c(nn2-c2cccc(Cl)c2)CS(=O)C3)c1 (stereo unspecified)	-3	17	2.7	-0.6	-0.2	-14	5	10	-2
Nc1cc(C(=O)c2ccccc2)ccc1[N+](=O)[O-]	3	21	1.2	-0.8	-0.1	2	0	-11	-25
COc1cc(OC)c(C(=S)N2CCCC2)cc1OC	-5	9	-0.1	1.5	0.3	-5	2	0	-2
COC(=O)c1ccc(COc2ccc(/C=N/Nc3cccc(C(=O)O)c3)cc2)cc1	-11	6	0.4	0.3	0.0	0	-6	-16	-7
Nc1c2c(nc3ccc(Br)cc13)N(Cc1ccccc1)CC2	16	-8	1.0	1.1	3.0	-11	11	8	-1
O=c1[nH]c(N2CCN(c3ccccc3)CC2)nc2c1CCCC2	-4	15	0.0	-1.8	2.0	-15	-35	-3	-5
CCc1nc2ccc(C(=O)N3CCN(C(=O)c4ccco4)CC3)cn2c1N(CC)Cc1cccc(Br)c1	-3	-9	0.9	nt	nt	nt	-36	nt	nt

Sorted by value in OXTR potentiator (descending): some entries from above
mol	TAAR1 antagonist	GPR7 antagonist	OXTR potentiator
Nc1c2c(nc3ccc(Br)cc13)N(Cc1ccccc1)CC2	11	8	-1
Clc1ccc(-c2nc3ccccn3c2CN2CCOCC2)cc1	2	-16	-2
O=C(COC(=O)CCc1c[nH]c2ccccc12)NC1CCS(=O)(=O)C1 (stereo unspecified)	-11	8	-12
COc1cc(-c2nnc(CSc3nnc(Nc4ccc(C(C)C)cc4)s3)o2)cc(OC)c1OC	19	-13	-13

Going on with the list.
SMILES	CHO-K1 Ca antag	CHO-K1 Ca PAM	CHO-K1 Ca ag	OXTR agonist	V1R ag counter	CHO parental Ca	TAAR1 antagonist	GPR7 antagonist	OXTR potentiator
O=C(CSc1nnc(NC(=O)C2CC2)s1)Nc1cccc(F)c1	6	-5	3.4	2.7	5.9	-11	11	-11	-10
COc1ccccc1N1CCN(C(=O)c2ccc(Cl)c(S(=O)(=O)NCc3ccco3)c2)CC1	-6	16	2.1	-0.6	2.0	-13	35	-1	-9
C=CCn1c(O)c(N=NC(=O)CNC(=O)c2ccncc2)c2ccccc21	-10	2	1.0	1.1	1.4	-12	-1	4	-9
Cc1ccc(OCC(=O)OCC(=O)NC2CC2)cc1C	-18	15	0.7	1.7	1.7	14	3	nt	-6
CC1CCCC(C)N1C(=O)CSc1nc2ccccc2c(=O)[nH]1 (stereo unspecified)	-19	19	3.5	0.5	-0.8	4	-3	-4	-7
O=C(N/N=C/c1ccc(-c2ccc(S(=O)(=O)Nc3ncccn3)cc2)o1)c1cc2ccccc2cc1O	1	18	0.2	-0.8	-0.6	-1	-7	-11	-4
CCCCCCn1cc(CN2CC(N(C)CC)CS2(=O)=O)nn1 (stereo unspecified)	-21	13	0.3	nt	nt	nt	-7	nt	nt
O=C(Cc1ccc(Cl)c(Cl)c1)Nc1cccc(S(=O)(=O)N2CCOCC2)c1	4	-12	2.6	6.6	5.4	-18	18	2	-6
Cc1ccc(C(=O)NC(NCc2ccco2)C(Cl)(Cl)Cl)cc1 (stereo unspecified)	9	0	0.8	-1.4	0.7	-16	-15	10	1
Cc1cnn(C(=O)c2cc(-c3ccccc3)nc3ccccc23)c1	-10	12	0.4	-1.4	-0.2	-7	-3	-13	-5
N#C/C(=C\c1cc(Br)ccc1F)C(=O)NC1CC1	-5	3	0.8	0.3	-0.3	10	-23	-12	-9
COCCn1c(C(C)C)nc2ccccc21	0	-11	0.2	0.0	0.8	-4	5	6	1
O=C1OC(=O)C2C3CCC(O3)C12 (stereo unspecified)	nt	nt	nt	0.0	0.9	-6	nt	nt	5
CC(=O)Nc1cccc(NC(=O)CSc2n[nH]c(-c3ccccc3)n2)c1	-20	15	0.4	-1.4	-1.0	-6	6	nt	-6
Cc1ccc2cccnc2c1NC(=S)NC(=O)c1ccccc1	-2	14	0.2	-1.4	0.6	-16	19	-2	-3
O=C1c2ccccc2C(=O)N1C1C(=O)N2CCSC12C(=O)OCc1ccccc1 (stereo unspecified)	-16	13	0.3	nt	nt	nt	-16	nt	nt
CC(C)C(=O)Nc1ccc2nn(-c3ccccc3)nc2c1	-12	-12	1.8	1.2	0.9	3	-12	-3	2
N#CCSc1nc2c(sc(=S)n2Cc2ccco2)c(=O)n1-c1ccc(F)cc1	-9	13	0.4	2.1	2.6	-10	4	8	-7
CCN1CCc2c(sc(NC(=S)NC(=O)c3ccc(Cl)cc3)c2C(N)=O)C1	10	-3	2.5	2.6	0.4	-12	10	-2	-4
CC(c1ccccc1)C1CC(=O)N(c2ccc(C(=O)O)cc2)C1=O (stereo unspecified)	2	-8	0.1	-0.3	0.2	-2	-15	-14	8
CC(=O)Nc1cccc(-c2ccnc3c2CC(C)(C(=O)Nc2cccc(C(F)(F)F)c2)O3)c1 (stereo unspecified)	-3	8	5.8	nt	nt	nt	41	nt	nt
CN(CCOc1ccccc1)C(=O)C1CCC(=O)N(CCCN2CCCC2=O)C1 (stereo unspecified)	0	8	0.4	-0.3	0.6	-7	-27	-14	-3
CC(=O)N1CCN(C(=O)C2CCN(S(=O)(=O)c3ccccc3C(F)(F)F)CC2)CC1	7	6	1.1	3.2	0.9	-7	3	nt	2
c1ccc(CSc2nnc3ccc(-c4ccncc4)nn23)cc1	-8	7	0.2	-0.9	0.8	-4	-10	-9	-5
CCC(=O)Nc1ccc(NC(=O)c2ccco2)cc1	-18	14	0.4	0.5	-0.4	0	-11	-8	-6
Cc1cc2nc(-c3ccccc3)c(CC(C)(C)C)n2c(C)c1Br	-6	13	0.6	nt	nt	nt	-39	nt	nt
COCCn1c(=O)[nH]c2cc(C(=O)N3CCN(c4ccc(OC)cc4)CC3)ccc2c1=O	1	6	-0.3	-1.0	2.9	-25	-36	14	-11
O=C(Nc1cccc(Cc2ccccc2)c1)Nc1ccc2nc([C@@H]3O[C@H](CO)[C@@H](O)[C@H](O)[C@H]3O)[nH]c2c1	-8	22	0.4	nt	nt	nt	-17	nt	nt
CCC(C)[C@H](NC(=O)Nc1ccccc1F)C(=O)O (stereo partly specified)	-8	-9	0.2	-0.1	-0.6	12	-21	-9	-4
Cc1ccc(C)c(-n2nnnc2SCC(=O)c2c(N)n(C)c(=O)n(C)c2=O)c1	nt	nt	nt	0.9	2.5	3	-13	-7	-5
COc1c2ccoc2c(OC[C@@H](O)C(C)(C)OC)c2oc(=O)ccc12	-26	24	0.6	-1.0	0.8	-7	3	-6	-5
Cn1c(C(=O)N2CCCC(C(=O)NCCCSC3CCCCC3)C2)cc2sccc21 (stereo unspecified)	-8	5	3.4	5.0	4.7	-17	13	-7	-11
CCCn1c(=O)c2[nH]c(C3CCCC3)nc2n(CCC)c1=O	-6	11	0.5	-2.1	-0.6	-6	-12	-8	-3
O=C(CCN1C(=O)c2ccccc2C1=O)c1ccccc1	2	27	1.1	nt	nt	nt	-4	nt	nt
COC(=O)C1CCN(S(C)(=O)=O)CC1	-3	3	-0.1	-0.8	1.0	-13	5	-12	-15
O=C(O)CSc1nnc(-c2ccc3c(c2)OCO3)o1	-14	-6	-0.2	0.9	1.0	-13	-6	-5	5
CC(C)Nc1ccc(C(CC(N)=O)NC(=O)Cc2ccc(Br)cc2)cc1[N+](=O)[O-] (stereo unspecified)	-10	15	0.6	-0.5	0.7	-4	-5	nt	-10
N#Cc1ccccc1S(=O)(=O)N1CCN(C(=O)c2ccc(-n3cncn3)c([N+](=O)[O-])c2)CC1	6	-19	0.1	1.1	1.2	0	-4	nt	-3
Cc1cnn(C(=O)c2cc(-c3ccccn3)nc3ccc(Cl)cc23)c1	-9	7	-0.1	0.2	0.3	0	-24	2	-2
COc1nc(NCCO)nc(Nc2ccc([N+](=O)[O-])cc2)n1	-5	11	0.2	-1.9	-0.3	-10	-4	-13	0
COc1ccc(S(=O)(=O)N2N=C(c3ccc(NS(C)(=O)=O)cc3)CC2c2ccco2)cc1 (stereo unspecified)	9	-10	-0.3	2.4	1.7	-3	2	-11	-4
O=C(CCCN1C(=O)NC2(CCCC2)C1=O)NCc1ccccc1	-10	9	0.4	0.3	0.0	-14	-5	nt	-2
Cc1ccc(/C=N/NC(=O)C(NC(=O)c2ccccc2)c2n[nH]c(=O)c3ccccc23)cc1 (stereo unspecified)	-9	21	1.5	0.9	9.7	-33	10	-1	-3
COc1ccc(CNC(=O)Cn2cc(C)c(=O)[nH]c2=O)cc1	3	-12	0.1	nt	nt	nt	-15	nt	nt
CN(CCc1ccccc1)C(=O)c1ccc(NC(=O)Cc2cccc([N+](=O)[O-])c2)cc1	-1	5	4.4	8.0	9.5	10	24	nt	-6
